# p97 inhibitor: inhibitors of human p97 ATPase, primary screen, biochemical | Transitional endoplasmic reticulum ATPase (Homo sapiens), P55072 | recombinant p97 ATPase, Kinase-Glo ATP luminescence, 3 h | inhibition, % at 8 µM | 220,000 compounds, 0.42% hits | AID 1481, 2009; in the data active = inhibition above about 15%;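 note: 0% = DMSO vehicle and 100% = wells lacking enzyme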
# Target sequence (P55072 whole entry, looked up): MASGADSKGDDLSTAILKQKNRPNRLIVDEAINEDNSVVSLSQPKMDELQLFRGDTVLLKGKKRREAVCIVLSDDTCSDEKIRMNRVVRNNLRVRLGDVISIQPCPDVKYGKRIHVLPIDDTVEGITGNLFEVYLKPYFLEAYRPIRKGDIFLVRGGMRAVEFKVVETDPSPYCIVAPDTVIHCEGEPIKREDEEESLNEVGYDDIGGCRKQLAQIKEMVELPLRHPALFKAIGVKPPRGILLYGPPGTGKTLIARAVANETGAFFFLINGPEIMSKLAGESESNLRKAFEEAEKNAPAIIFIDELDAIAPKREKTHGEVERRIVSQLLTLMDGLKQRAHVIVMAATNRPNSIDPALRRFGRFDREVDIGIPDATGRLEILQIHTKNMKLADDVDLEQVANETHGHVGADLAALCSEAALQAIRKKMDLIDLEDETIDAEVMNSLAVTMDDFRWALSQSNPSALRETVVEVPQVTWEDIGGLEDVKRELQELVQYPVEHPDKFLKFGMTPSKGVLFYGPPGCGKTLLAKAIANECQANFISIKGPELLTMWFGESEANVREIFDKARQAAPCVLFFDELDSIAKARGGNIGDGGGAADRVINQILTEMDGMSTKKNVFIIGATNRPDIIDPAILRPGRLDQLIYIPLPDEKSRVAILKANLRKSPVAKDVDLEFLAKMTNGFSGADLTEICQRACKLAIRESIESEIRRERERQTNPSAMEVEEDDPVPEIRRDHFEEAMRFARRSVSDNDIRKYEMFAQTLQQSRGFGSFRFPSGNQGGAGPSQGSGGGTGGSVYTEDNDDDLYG
# FXIIa inh 1536: human FXIIa protease inhibitors, primary screen, biochemical, 1536-well; Coagulation factor XII (Homo sapiens), P00748; purified FXIIa, Boc-QGR-AMC fluorogenic substrate, 2 h; inhibition, % at 5 µM; 220,000 compounds, 0.3% hits; AID 800, 2007; in the data active = inhibition above about 40%;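 note: 0% = enzyme with no compound and 100% = blank without enzyme; many of its hits are not listed in these tables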
# 14-3-3 Bad PPI: inhibitors of 14-3-3 zeta/Bad binding, primary screen, biochemical, TR-FRET, bovine 14-3-3 zeta | TR-FRET 14-3-3zeta/Dy647-pBad peptide displacement, 1 h | inhibition, % at 21.7 µM | 220,000 compounds, 0.71% hits;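 active = inhibition above about 70%, limit read from the data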;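 note: 0% = full 14-3-3 plus peptide FRET controls and 100% = background without 14-3-3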
# hK5 inh: human KLK5 protease inhibitors, primary screen, biochemical, 1536-well; recombinant hK5, fluorogenic AMC substrate cleavage; inhibition, % at 5 µM; 210,000 compounds, 0.59% hits; AID 873, 2007;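 active = inhibition of 40% or more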;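 note: 0% = enzyme controls without compound and 100% = no-enzyme blanks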
# Target sequence (Q9Y337 67-293 limits assumed): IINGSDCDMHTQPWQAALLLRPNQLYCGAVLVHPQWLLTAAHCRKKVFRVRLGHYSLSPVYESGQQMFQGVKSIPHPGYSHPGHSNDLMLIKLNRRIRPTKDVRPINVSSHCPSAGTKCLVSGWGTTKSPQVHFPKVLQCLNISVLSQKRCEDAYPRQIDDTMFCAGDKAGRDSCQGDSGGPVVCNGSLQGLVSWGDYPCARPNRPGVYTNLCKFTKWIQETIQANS
# Rad51 HR inh: human RAD51 strand exchange inhibitors, primary screen, biochemical, fluorescence; AID 1385, 2008; 200,000 compounds, 0.085% hits; inhibition, % at 10 µM; DNA repair protein RAD51 homolog 1 (Homo sapiens), Q06609; hRad51 DNA strand exchange, fluorescence dequenching;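 active = inhibition above 40% at the single screening dose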;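 note: 0% = DMSO control wells and 100% = blanks with heterologous ssDNA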
#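 Material: Human Rad51 nucleoprotein filaments preassembled on unlabelled ssDNA | Also added: Labelled 47-mer dsDNA for strand exchange | Dosing: Single dose, 10 µM final compound | Schedule: 30-min compound preincubation and 15-min exchange, both room temperature | Technique: Fluorescence dequenching at 485/520 nm | Measure: Percent inhibition relative to plate controls and blanks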
# Mdm2 ligase inh: MDM2-luciferase reporter signal enhancers, primary screen, MDM2 E3 ligase inhibitor project, cell-based, luminescence, 1536-well. E3 ubiquitin-protein ligase Mdm2 (Homo sapiens), Q00987. cell-based MDM2 ubiquitination luciferase reporter, 2 h; 0 = plate control, 100 = twice control, blank-subtracted. signal enhancement, % at 5 µM. 210,000 compounds, 0.11% hits. AID 1230, 2008;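 active = signal enhancement of 30% or more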;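 note: luminescence tracks abundance of the self-degrading MDM2-luciferase fusion protein; higher signal means inhibition of MDM2 E3 ligase activity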
#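 Test system: stable mammalian line carrying autodegrading MDM2–luciferase fusion reporter; quantity: 2000 cells in each well; times: 4 h cell settling then 2 h compound exposure, 37 °C; detection: luminescence with SteadyLite reagent, 15 min at room temperature; evaluation: percent signal gain over controls, blank-subtracted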
# eIF4E-4G inh: eIF4E–eIF4G protein interaction inhibitors, primary screen, biochemical, uHTS, TR-FRET, eIF4GI fragment; Eukaryotic translation initiation factor 4E (Mus musculus) + Eukaryotic translation …; TR-FRET eIF4E-eIF4GI(517-606) binding, 2 h; inhibition, % at 21.7 µM; 220,000 compounds, 0.37% hits;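 active = inhibition above about 30%, limit read from the data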;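 note: 0% = full FRET control wells and 100% = background wells lacking eIF4GI fragment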
# Wee1 degr inh: Wee1 degradation inhibitors, primary screen, cell-based, HeLa, Wee1K328M-luciferase, luminescence. HeLa Luc-Wee1K328M stability; 100% = proteasome inhibitor MG132 effect. Wee1-like protein kinase (Homo sapiens), P30291. AID 1321, 2008. 220,000 compounds, 1.2% hits. reporter increase, % at 5 µM;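 active = activation above the mean of all tested compounds plus 3 SD, set per screening run, cut at about 8.8% in these data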;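 note: cells exposed to compound for 20 h before luminescence read; 0% = DMSO alone and 100% = MG132 at 30 µM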
# FXIa inh 1536: human FXIa protease inhibitors, primary screen, biochemical, 1536-well | Coagulation factor XI (Homo sapiens), P03951 | purified FXIa, Boc-Glu-Ala-Arg-AMC fluorogenic substrate | inhibition, % at 5 µM | 220,000 compounds, 0.14% hits;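 active = inhibition of at least 40%; inactive = inhibition below 40%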;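 note: fluorescence of freed AMC excited at 355 nm; 0% = enzyme without compound and 100% = no enzyme blank; many of its hits are not listed in these tables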
# Active calls of the source: *; x = not tested or not shown; [ ] = another dose, or the depositor's remark.
SMILES,p97 inhibitor,FXIIa inh 1536,14-3-3 Bad PPI,hK5 inh,Rad51 HR inh,Mdm2 ligase inh,eIF4E-4G inh,Wee1 degr inh,FXIa inh 1536
CC(=O)N1CCN(Cc2nc(C(c3ccccc3)c3ccccc3)no2)CC1,-1,0,-5,-5,7,-8,2,0,-7
Cc1ccc(OCCCC(=O)Nc2ccc(Br)cc2)cc1,-1,6,2,-20,-11,-12,2,1,26
Cc1ccc(CCNC(=O)CN2CCN(Cc3ccccc3F)C2=O)cc1,-1,6,-2[fluorescence artefact?],-18,-8,-17,-8,4,-2
O=C(Nc1ccccc1Cl)N(Cc1nc2ccccc2c(=O)[nH]1)Cc1cccs1,-2,4,-15,-22,2,-2,0[fluorescence artefact?],4,-5
Cc1nnc(NC(=O)c2csc3c2CCC(C)C3)s1 (stereo not drawn),0,0,6,0,-26,-8,0,-2,-4
O=C(Nc1sc2c(c1C(=O)NCC1CCCO1)CCCC2)c1cccs1 (stereo not drawn),1,19,-10[fluorescence artefact?],54*,-2,-20,-7,-1,6
CCN(CC)CCN1C(=O)C(=O)/C(=C(/O)c2ccncc2)C1c1ccccc1 (stereo not drawn),-3,11,20,-7,x,-10,3,3,3
NC(=O)NC(=O)CC1S/C(=N/N=C/c2ccccc2)NC1=O (stereo not drawn),2,7,-6,-11,-5,-6,-3,-2,-5
COc1ccc(OC)c(NC(=O)CSc2ncccn2)c1,2,4,4[fluorescence artefact?],-30,-2,-24,-10[fluorescence artefact?],0,-16
CCN=C1SC(CC(=O)Nc2sc3c(c2C#N)CCCC3)C(=O)N1CC (stereo not drawn),-1,10,-13,-2,1,-16,-12,-1,2
NC(=O)CSc1nnc(-c2ccc(S(=O)(=O)N3CCOCC3)cc2)n1CC1CCCO1 (stereo not drawn),3,7,1,9,2,-1,-2,-1,4
CCOC(=O)C1=C(CSCc2ccccc2)NC(=O)NC1c1cc(C)ccc1C (stereo not drawn),-5,9,-7,-2,-6,x,3,0,0

# Some of the entries above, set out differently:
O=C(Nc1sc2c(c1C(=O)NCC1CCCO1)CCCC2)c1cccs1 (stereo not drawn)
  p97 inhibitor: 1	FXIIa inh 1536: 19	14-3-3 Bad PPI: -10[fluorescence artefact?]	hK5 inh: 54*	Rad51 HR inh: -2	Mdm2 ligase inh: -20	eIF4E-4G inh: -7	Wee1 degr inh: -1	FXIa inh 1536: 6

O=C(Nc1ccccc1Cl)N(Cc1nc2ccccc2c(=O)[nH]1)Cc1cccs1
  p97 inhibitor: -2	FXIIa inh 1536: 4	14-3-3 Bad PPI: -15	hK5 inh: -22	Rad51 HR inh: 2	Mdm2 ligase inh: -2	eIF4E-4G inh: 0[fluorescence artefact?]	Wee1 degr inh: 4	FXIa inh 1536: -5

# Next part
SMILES,p97 inhibitor,FXIIa inh 1536,14-3-3 Bad PPI,hK5 inh,Rad51 HR inh,Mdm2 ligase inh,eIF4E-4G inh,Wee1 degr inh,FXIa inh 1536
Cc1ccc(NC(=S)N=Nc2c(O)n(C)c3ccc(S(=O)(=O)N4CCOCC4)cc23)cc1C,-1,10,2,-20,x,-7,9,1,-1
Clc1ccccc1CSc1nncn1NC/C=C/c1ccccc1,-3,7,5,0,-8,-10,1,-2,-3
COCCOC(=O)C1=C(C)Nc2ncnn2C1c1ccc(F)cc1 (stereo not drawn),0,15,-3,-9,-4,0,1,2,6
Cc1ccccc1NC1=C(Cl)C(=O)OC1OC(=O)c1ccco1 (stereo not drawn),2,7,-3,7,6,-11,5,1,-6
CC1SC(c2ccccc2Cl)NC1=O (stereo not drawn),2,-9,1,3,17,16,2,-2,1
O=C(O)C1CCC(=O)N1C1CCCC1 (stereo not drawn),5,8,20,0,22,-20,-5,-3,-1
O=C1CN(C(=O)c2ccc(Br)o2)C(c2ccccc2)c2cc(F)ccc2N1 (stereo not drawn),0,13,6,-9,2,-11,3,1,3
COc1ccc(Cl)cc1C(=O)NNC(=O)c1nc2nc(C)cc(C)n2n1,23*,4,-7,-8,2,-4,-3,-1,9
COc1ccc(NC(=O)Nc2ccc(N(C)C)cc2)cc1,-3,22,-4,-3,-4,-9,1,4,6
Cc1onc(-c2c(F)cccc2Cl)c1C(=O)N1CCN(c2ncc(Br)cn2)CC1,5,5,1,0,11,-10,3,-2,5
CCCOP(=O)(c1ccc(N(C)C)cc1)C(O)c1cccnc1 (stereo not drawn),-1,-1,-8,-10,-10,-4,-5[fluorescence artefact?],1,-6
CCOC(=O)Cc1c(C)nc2c(-c3ccc(Cl)cc3)c[nH]n2c1=O,-5,1,-10[fluorescence artefact?],-18,x,x,16,9.8*,-10
COc1ccc(N(C(=O)Cn2nnc(-c3ccc(Cl)cc3)n2)C(C(=O)NCC2CCCO2)c2ccncc2)cc1 (stereo not drawn),-3,6,17,-7,-22,-8,-3,1,-2
Cc1ccc(N(CCC(=O)Nc2nnc(C3CC3)s2)S(=O)(=O)c2ccccc2)cc1,5,11,-20,-20,-2,0,3,1,5
CCC(=O)Nc1cccc(C(=O)/C=C/c2cccs2)c1,-6,12,4,5,-6,-1,-1,2,4
COC(=O)c1ccccc1S(=O)(=O)N1Cc2cc([N+](=O)[O-])ccc2Oc2ccccc21,3,25,1,-14,4,-20,-2,3,0
Cn1c(CCc2ccccc2)nnc1SCC(=O)N1CCCC1,0,-14,-4[fluorescence artefact?],-12,-3,-3,4[fluorescence artefact?],1,-4
CSc1nc(N)c(C#N)c(-c2ccccc2Cl)c1C#N,4,-6,-21[fluorescence artefact?],-13,4,-16,-6,2,6
Cc1occc1C(=O)NNC(=S)NCc1ccc(Cl)cc1,8,0,-18,3,1,-13,-1,-1,-5
Cc1nnc(NC(=O)CCC(=O)N2CCC(C)CC2)s1,1,-4,8[fluorescence artefact?],6,4,-7,1[fluorescence artefact?],-1,-7
N#C/C(=C/c1ccc(OCc2ccc(C(=O)O)cc2)c(Br)c1)c1cccc(F)c1,3,9,15,7,25,-8,10,1,2
Cc1ccc(NC(=O)Cc2nnc(SCC(=O)Nc3ccccc3)n2C)cc1,2,5,0[fluorescence artefact?],-12,6,10,18,2,3
COc1ccc(-c2ncncc2-c2ccc(Cl)cc2)c(O)c1,5,4,-4,-8,13,-16,83*,0,-4
O=C(CC1C(=O)NCCN1CC1CCCCC1)NCc1ccc(Cl)cc1 (stereo not drawn),-1,7,-20,0,-4,-13,-4,-3,-3
CC(C)CC(=O)N1CCN(S(=O)(=O)c2ccccc2)CC1,11,15,2,-8,-2,-17,-5,0,-3
O=C(CSc1nnc(-c2ccc(F)cc2)c2ccccc12)Nc1ccccc1,11,18,-11[fluorescence artefact?],-6,8,-3,-4,10*,7
CC1CC(C)(C)NCCNC(C)CC(C)(C)NCCN1 (stereo not drawn),3,7,1[fluorescence artefact?],-14,-2,-9,4[fluorescence artefact?],-4,-7
COC(=O)c1cc2sc(Cl)cc2n1CC(=O)Nc1ccc(OC)c(OC)c1OC,-7,27,19,0,3,-15,-3,1,16
COc1ccc2nc(C)cc(SCC(=O)N/N=C/c3ccc(O)c(O)c3)c2c1,8,-1,-12,-16,-9,-7,-1,-1,-1
CCC(=O)Nc1ccccc1C(=O)N1CCN(Cc2ccccc2)CC1,1,-10,6,-5,x,11,-5,-2,2
O=C(NCCCN1CCCC1=O)c1cc2c(s1)CCCCC2,2,8,5,0,-44,x,-7,5,2
FC(F)(F)c1cccc(NC(=S)NCC(c2cccnc2)N2CCOCC2)c1 (stereo not drawn),-5,-3,-7,-5,1,-16,5,-2,-5
O=C(CC(Cc1ccccc1)c1ccco1)NCc1ccco1 (stereo not drawn),4,8,-2,-1,12,-7,-4,-1,2
O=C(CC(c1ccccc1)c1ccccc1)N1CCN(c2ccccn2)CC1,-5,3,-8,x,x,x,-1,1,-1
O=C(N/N=C/c1cccc([N+](=O)[O-])c1)c1cccc2cc[nH]c12,9,7,-20,3,10,-13,0,-1,-8
CS(=O)(=O)c1ccc(C(=O)N2CCN(Cc3ccccc3)CC2)cc1,0,13,-2,16,-1,-15,4,6,9
COC(=O)C1=C(N)Oc2cc(C)n(CC3CCCO3)c(=O)c2C1c1ccccc1 (stereo not drawn),3,16,7[fluorescence artefact?],-1,-11,-10,-2[fluorescence artefact?],0,1
CCCCn1c(NC(=S)Nc2ccccc2)nc2ccccc21,-5,6,-16,-113,10,-5,-5,-4,-4
O=C(NC(=S)Nc1ccc(Cc2ccncc2)cc1)c1ccccc1Cl,3,10,-7,-7,-9,-9,-4,0,4
Cc1ccc(N(CC(=O)NCC2CCCO2)S(C)(=O)=O)cc1Cl (stereo not drawn),-2,-6,0,-1,1,18,-4,-4,-5
CCOC(=O)CC1C(=O)NCCN1S(=O)(=O)c1ccc(C)cc1 (stereo not drawn),3,9,-15,12,-2,-31,2,-4,2
Nc1c(S(=O)(=O)c2cccc(Cl)c2)c2nc3ccccc3nc2n1CCN1CCOCC1,1,5,1[fluorescence artefact?],-12,2,-10,-29[fluorescence artefact?],-3,-4
CCOC(=O)c1ccc(N2C(=O)CC(C3CCCO3)C2=O)cc1 (stereo not drawn),0,10,-6,2,-10,-4,-3,-1,9
FC(F)Oc1ccc(-c2csc(=Nc3cccnc3)n2CC2CCCO2)cc1 (stereo not drawn),-1,10,6,-13,5,-8,-2,0,7
C/C(=N\N=C1\NC(=O)CS1)c1cccs1,1,6,-9,0,-8,-2,1,-1,-5
Cc1nc2ccccc2n1C(=O)c1ccccc1[N+](=O)[O-],5,8,10,-5,1,-13,5,3,2
Cn1cc(C(=O)NCN2CCCCC2)c2ccccc21,1,0,4,5,x,-10,-5[fluorescence artefact?],0,-6
O=C(CCSc1ccccn1)c1ccccc1,3,2,-22,-11,30,4,-1,-2,-5
O=C(O)CNc1nc(-c2ccccc2)nc2ccccc12,-1,-8,-2,-6,-7,-8,3,0,-9
Cc1oc(-c2ccccc2Cl)nc1Cn1cccc1C1=NC(c2ccccc2)CO1 (stereo not drawn),-3,5,-6,3,2,-17,4,-3,-2
COC(=O)CC(=O)N1CCN(c2ccc(Cl)c(Cl)c2)CC1,-2,6,-14,11,1,-15,1,-1,-2
CCCNC(=O)c1ccc(OC)cc1OC,-1,-14,-10,12,-7,8,-5,-1,-18
CNC(=O)c1sc(-c2cccs2)nc1C,6,1,7,-8,7,-3,0,-4,5
CCC(C)c1ccc(NC(=O)c2cnn3c(C(F)F)cc(C)nc23)cc1 (stereo not drawn),1,11,-9,-1,26,-3,17,0,2

# Bioassay records from PubChem.
